High-throughput results (PubChem BioAssay)
PfHsp90 set2 = growth inhibition of PfHsp90-expressing yeast, primary screen, antimalarial PfHsp90 inhibitor project, S. cerevisiae, BacTiter-Glo luminescence, single point, set 2 | inhibition, % at 9.4 µM | hit rate 0.32% among 310,000 | BacTiter-Glo ATP, 48 h; yeast lacking PDR1 and PDR3 efflux regulators;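 active = every replicate shows inhibition above about 80%, whatever the replicate mean, limit read from the data; inconclusive = mean inhibition reaches the set limit but some replicate falls short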;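 note: 0% = DMSO neutral controls and 100% = 20 µM radicicol positive controls; yeast relying on Plasmodium falciparum Hsp90 in place of its own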
Wnt bcat act = Wnt/beta-catenin pathway activators, primary screen, cell-based, plate reader, single point | activation, % at 9.35 µM | Wnt/beta-catenin reporter cell assay, activator | AID 743398, 2014 | hit rate 1.2% among 300,000; in the data active = activation above about 30%, passing the limit was not always enough; inconclusive = no clear call, values can overlap the other calls;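 note: 0% = neutral control wells and 100% = positive control wells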
E coli growth = E. coli V3065 growth inhibition, primary screen, counter-screen for AddAB inhibitor project, absorbance, OD600 | inhibition, % at 11.9 µM | 18 h | AID 449728, 2010 | hit rate 0.27% among 330,000;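 active = inhibition above the campaign's mean inhibition across all tested compounds plus 3 SD, cut at about 9.9% in these data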;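 note: uninfected addAB+ strain grown without phage in ampicillin broth; 0% = DMSO wells and 100% = ciprofloxacin 0.95 µg/ml wells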
PvdQ inh = P. aeruginosa PvdQ acylase inhibitors, primary screen, biochemical, fluorescence, plate reader and imaging, single point; purified PvdQ acylase; inhibition, % at 10 µM; AID 488965, 2010; PvdQ acylase [Pseudomonas aeruginosa LESB58]; hit rate 0.063% among 340,000; in the data active = inhibition above about 30%, passing the limit was not always enough; inconclusive = no clear call, values can overlap the other calls;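 note: 0% = vehicle neutral wells and 100% = reference inhibitor wells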
Tat export inh = E. coli Tat export inhibitors, primary screen, MC4100, TorA-mCherry reporter, fluorescence, single point; hit rate 0.036% among 340,000; inhibition, % at 10 µM;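 active = mean replicate inhibition at least 50% and at least half of replicates individually reaching 50%; inconclusive = only one of the two criteria met; inactive = neither criterion met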;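 note: exported cargo escapes ClpAP degradation while cytoplasmic cargo is degraded and loses fluorescence; 0% = median of neutral control wells and 100% = median of NaSCN control wells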
Rtt109 Vps75 = inhibitors of C. albicans Rtt109/Vps75 HAT, primary screen, biochemical, ThioGlo CoA-SH fluorescence, plate reader | inhibition, % at 34.9 µM | purified Rtt109/Vps75, 4 h | hit rate 0.16% among 330,000;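 active = inhibition of at least 50% in every replicate; inconclusive = best replicate reaches 50% inhibition but some replicates fall short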
Target sequence (Q5AAJ8 whole entry, looked up): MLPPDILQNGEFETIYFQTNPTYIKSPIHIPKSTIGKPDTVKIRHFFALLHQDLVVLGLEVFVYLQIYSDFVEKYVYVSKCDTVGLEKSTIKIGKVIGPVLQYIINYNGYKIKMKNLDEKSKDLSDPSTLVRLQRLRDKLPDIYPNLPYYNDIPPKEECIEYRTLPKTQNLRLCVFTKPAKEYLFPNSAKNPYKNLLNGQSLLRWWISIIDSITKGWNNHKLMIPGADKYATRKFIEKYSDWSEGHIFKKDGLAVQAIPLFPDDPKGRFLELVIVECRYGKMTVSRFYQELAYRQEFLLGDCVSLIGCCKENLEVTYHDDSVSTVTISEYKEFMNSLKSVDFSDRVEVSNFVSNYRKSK
DAGLB inh = DAGLB lipase inhibitors, primary screen, biochemical, fluorescence, HTS; HEK293T DAGLB membrane lysate, EnzChek fluorogenic substrate; inhibition, % at 5.17 µM; hit rate 0.059% among 340,000; in the data active = inhibition above about 34%;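 note: 0% = enzyme with vehicle and 100% = wells lacking enzyme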
Target sequence (Q8NCG7 whole entry, looked up): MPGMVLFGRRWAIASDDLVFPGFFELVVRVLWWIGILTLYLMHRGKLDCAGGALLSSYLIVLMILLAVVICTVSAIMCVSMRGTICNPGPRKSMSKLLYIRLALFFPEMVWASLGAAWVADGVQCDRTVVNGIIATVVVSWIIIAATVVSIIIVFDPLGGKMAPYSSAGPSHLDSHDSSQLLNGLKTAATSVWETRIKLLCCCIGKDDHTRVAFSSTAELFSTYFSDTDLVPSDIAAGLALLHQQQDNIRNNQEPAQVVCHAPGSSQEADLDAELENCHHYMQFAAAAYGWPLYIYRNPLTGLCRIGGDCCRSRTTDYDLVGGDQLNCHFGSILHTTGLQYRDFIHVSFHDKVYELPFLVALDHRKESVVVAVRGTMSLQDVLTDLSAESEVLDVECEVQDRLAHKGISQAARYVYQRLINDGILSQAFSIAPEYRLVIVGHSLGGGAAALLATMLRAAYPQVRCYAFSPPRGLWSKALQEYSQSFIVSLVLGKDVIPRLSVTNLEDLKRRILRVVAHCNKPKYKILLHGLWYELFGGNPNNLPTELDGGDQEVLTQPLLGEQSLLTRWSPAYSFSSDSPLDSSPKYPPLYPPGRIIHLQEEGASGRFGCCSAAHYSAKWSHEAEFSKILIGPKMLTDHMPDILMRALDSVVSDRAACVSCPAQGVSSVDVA
CAL PDZ inh = CAL PDZ peptide-binding inhibitors, primary screen, biochemical, fluorescence polarization, Cer-tagged CAL PDZ, HTS; inhibition, % at 20 µM; purified CAL PDZ, TMR-peptide fluorescence polarization, 1 h; Golgi-associated PDZ and coiled-coil motif-containing protein (Homo sapiens), Q9HD26; hit rate 0.02% among 330,000; AID 504414, 2011;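 active = highest replicate inhibition of at least 40%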;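 note: plate controls were DMSO neutral control wells for no effect and unlabeled competitor peptide control wells for full effect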
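Control set: unlabelled peptide and DMSO controls / Material: purified CerCALP PDZ construct / Timing: 1 h incubation at room temperature before polarization reading / Doses: 20 µM, one dose / Detection: fluorescence polarization (mP)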
AddAB inh = growth inhibition of E. coli expressing H. pylori AddAB, primary screen, AddAB inhibitor project, absorbance | inhibition, % at 11.9 µM | hit rate 0.29% among 330,000; in the data active = inhibition above about 12%;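 note: 0% = vehicle wells of infected cells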
phage Ecoli inh = growth loss of phage-infected E. coli, primary screen, RecBCD inhibitor project, absorbance, with phage, HTS; inhibition, % at 11.9 µM; hit rate 0.26% among 360,000; in the data active = inhibition above about 11%
An asterisk follows results filed as active; ? = inconclusive; . = not tested or not shown.

SMILES	PfHsp90 set2	Wnt bcat act	E coli growth	PvdQ inh	Tat export inh	Rtt109 Vps75	DAGLB inh	CAL PDZ inh	AddAB inh	phage Ecoli inh
Cc1cc(C(=O)COc2ncnc3sccc23)c(C)n1C1CC1	16.1	15.1	-2.2	-1.7	-3.2	-0.7	0.6	-3.3	-0.6	-0.7
O=C(OCCCN1C(=O)c2ccccc2C1=O)c1ccco1	-3.0	.	-1.3	-17.9	-3.7	-3.0	-1.6	0.1	2.6	1.9
COc1ccc(NC(=S)NNC(=O)CNc2ccc(Cl)cc2)cc1	-47.1	.	-1.7	-10.8	0.5	.	4.6	-2.5	-0.2	3.5
Cc1ccc(S(=O)(=O)NC(C)(C)CSc2nnc(Nc3ccccc3)s2)cc1	17.1	.	0.6	-8.8	?	-6.4	3.7	-1.3	-0.4	3.4
Cc1cc(SC(C)C(=O)Nc2c(C)n(C)n(-c3ccccc3)c2=O)nc2ccccc12 (stereo not given)	13.0	.	-0.8	-2.9	2.8	-6.1	0.0	-0.1	0.6	0.3
CC1(C)C2CCC1(CS(=O)(=O)N1CCC(C(N)=O)CC1)C(=O)C2 (stereo not given)	-0.5	0.1	0.8	-14.7	24.2	-2.3	1.0	-3.3	1.5	2.3
Cc1ccc(NC(=O)Cn2c(=O)n(Cc3ccco3)c(=N)c3c4c(sc32)COC(C)(C)C4)cc1	28.3	-2.4	-1.9	1.0	-7.0	5.6	-3.1	-2.1	3.1	1.3
CCCN1CCC(=O)N([C@H](CSc2ccc(OC)cc2)CC(C)C)CC1	.	17.9	-1.2	11.0	-3.8	2.1	-5.8	0.5	0.3	1.4
CCOc1ccc(CNC(=O)Cn2nc(C)n3nc(-c4ccccc4)cc3c2=O)cc1	-8.5	-3.6	-4.4	-12.6	-0.5	-2.9	-0.3	-1.6	1.0	2.2
COc1ccc(N(CC(=O)Nc2ccc(S(=O)(=O)N3CCOCC3)cc2)S(=O)(=O)c2ccccc2)cc1	13.5	.	-1.2	-13.7	3.5	-5.2	-3.5	-0.7	2.9	2.3
CCOC(=O)Nc1ccc2c(CN3CCC(C(=O)OC)CC3)cc(=O)oc2c1	-8.0	0.2	-1.1	1.6	-3.0	-3.9	0.3	.	-1.6	1.7
COc1cc(-c2nnc(NC(=O)CCS(=O)(=O)c3ccccc3)o2)cc(OC)c1OC	14.1	-4.0	-0.3	-16.3	-2.8	2.4	3.1	-1.7	-1.4	0.5
COC(=O)c1cc(NS(=O)(=O)c2ccc(NC(C)=O)cc2)ccc1Cl	18.6	1.6	-0.4	-5.8	8.0	-6.1	1.9	-0.1	0.1	1.5
O=C(Nc1cccnc1)c1ccc(F)cc1	7.4	-1.4	-1.9	-9.0	-3.0	18.9	-7.4	.	1.8	3.6
Cc1ccc(S(=O)(=O)c2nc(S(C)(=O)=O)sc2N2CCOCC2)cc1	3.1	-2.7	1.9	-5.6	6.4	-2.3	1.0	0.7	2.4	-2.4
O=C(Nc1nc2nc(-c3ccccc3)cc(-c3ccccc3)n2n1)c1ccco1	11.8	.	-3.7	10.4	4.0	-6.0	0.3	-1.9	-1.7	2.4
CC(=O)C(Sc1nc(N(C)C)nc(N(C)C)n1)C(=O)Nc1ccccc1 (stereo not given)	6.0	-4.7	0.3	-12.1	2.6	0.3	-7.8	0.1	2.1	3.1
COc1cccc(CNC(=O)c2cccc(S(=O)(=O)N3CCN(c4ccc(F)cc4)CC3)c2)c1	2.4	-0.2	-1.7	-2.9	6.0	1.8	-5.1	-1.4	0.2	5.3
Cc1ccc(C(C)C)c(OCC(=O)NC2CCN(C)CC2)c1	-3.1	-1.6	1.7	-2.1	-9.0	13.7	-2.3	-1.1	0.8	-3.4
O=C(O)CCC(=O)c1ccc2sc3ccccc3c2c1	-32.6	-4.0	.	-4.5	-1.4	10.4	1.6	-1.5	.	2.1
O=C(/C=C/c1ccccc1Cl)N(Cc1cccs1)C1CCS(=O)(=O)C1 (stereo not given)	0.0	0.5	1.5	-7.3	4.2	-15.8	0.2	-7.4	4.5	0.7
CSc1ccc(N2C(=O)NC3(CCCCC3)C2=O)cc1	-11.5	18.4	0.2	-2.4	1.8	-5.6	2.8	-1.1	-0.8	-0.6
CCN(CC(=O)NCCCN1CCOCC1)S(=O)(=O)c1ccc(Cl)cc1	-36.6	6.1	-1.3	-10.7	-12.1	0.9	-0.8	-2.4	1.6	2.2
O=C(NNC(=O)c1csc(N2CCOCC2)n1)c1cccnc1	-2.1	1.8	-0.7	9.8	3.2	?	2.0	-0.8	-2.6	1.8
CC1(C)C(c2cccs2)=[N+]([O-])C2(CCCCC/C2=N\NC(N)=S)N1O (stereo not given)	-4.7	.	-1.1	-17.3	-4.8	-5.1	0.0	0.6	-0.4	2.9
CCc1cc(=O)[nH]c(SCc2ccc(C)cc2)n1	-0.1	-10.4	-1.1	-3.8	-2.7	-18.2	-3.8	0.3	1.3	2.9
O=c1[nH]cnc(O)c1C(c1ccc(F)cc1)c1c(O)nc[nH]c1=O	12.9	3.4	-2.2	-0.6	-1.8	8.3	-1.7	-0.2	4.3	1.8
O=c1c2ccccc2nc2sc(Nc3cccc(Cl)c3)nn12	.	21.8	-1.1	-4.6	-16.8	-4.6	-2.7	-0.2	-1.0	2.4
O=C(CSCc1ccc(Cl)cc1)N1CCCCC1	13.2	.	0.9	-15.3	10.2	-4.7	1.5	-1.4	4.1	2.6
COc1ccc(CN(C(=O)c2oc3ccccc3c2C)C2CCS(=O)(=O)C2)cc1 (stereo not given)	-17.8	-0.6	-3.4	13.3	1.4	15.7	-2.2	-0.9	1.3	4.0
CC12CCC(C(=O)Nc3cccc(Cl)c3Cl)([C@H](Br)C1=O)C2(C)C (stereo not given in full)	-21.0	3.4	1.4	4.5	8.5	-7.4	-7.8	-1.5	1.7	1.0
CC(C)(C)NC(=O)CN(C(=O)C(=O)Nc1ccc2c(c1)OCCO2)N1CCOCC1	9.8	0.1	-0.4	-5.9	-11.9	3.1	0.5	-1.6	1.3	-0.5
CCOc1ccc(-n2c(C)c(C(C)=O)c3cc(OC(C)=O)ccc32)cc1	4.0	-8.9	0.3	0.9	-2.6	-10.9	-3.8	-0.6	1.2	0.8
Cc1cc(C)n(-c2nc3c(c(=O)[nH]c(=O)n3C)n2CC(O)COc2ccc(Cl)cc2Cl)n1 (stereo not given)	14.4	.	-2.4	-6.1	-11.6	-0.6	-0.5	-0.9	0.5	0.6
COc1cc(CNCCc2ccccc2F)ccc1OCC(=O)N1CCCCC1	-21.9	-0.3	-0.8	-19.0	1.3	-13.1	0.7	-1.3	4.8	4.9
Cc1cc(NS(=O)(=O)c2ccc(NC(=O)Nc3cccc(C(F)(F)F)c3)cc2)no1	-12.0	-3.5	1.1	-2.3	7.2	-4.4	11.5	-7.7	0.3	2.1
CC1CC(N(C(=O)c2ccc(Cl)cc2)c2ccccc2)c2ccccc2N1C(=O)c1ccco1 (stereo not given)	13.4	.	-1.1	-11.9	9.5	10.7	-3.3	-1.2	4.0	1.4
O=C(Cc1ccccc1Cl)N1CCOCC1	27.3	2.4	-2.0	-6.6	-3.5	0.4	3.0	-0.1	0.0	1.5
CCCCn1cnc2c1c(=O)[nH]c(=O)n2CCCC	-12.0	.	-2.2	-7.3	-5.3	6.0	1.0	-1.4	3.1	0.6
CCc1ccc(N2CC(C(=O)NC3=NCCS3)CC2=O)cc1 (stereo not given)	-4.5	-0.6	2.3	-7.0	2.4	-2.9	2.3	-0.9	-0.4	3.2
CCCCCCCNC(=O)C1(CC2CC(c3ccc(Cl)cc3)=NO2)CCN(C(=O)c2ccccc2)CC1 (stereo not given)	-1.3	-0.7	-3.6	-7.1	-5.4	-3.0	0.0	0.3	-0.8	-3.1
CC12COC3(C(=O)Nc4cccnc4)CC1CCC32C (stereo not given)	-1.4	-1.4	1.3	-1.1	3.3	6.6	0.1	0.2	0.0	2.4
CCOC(=O)c1c(-c2ccccc2)oc2ccc(OCC(=O)NN)cc12	8.7	-0.7	-1.5	2.7	10.5	8.9	-13.0	0.2	-2.2	2.5
CCC(C(=O)NC(C)(C)C)N(C(=O)Cn1nnc(-c2ccccc2F)n1)c1cnc2ccccc2c1 (stereo not given)	-2.7	-3.9	-0.8	-2.9	3.1	-22.2	-1.7	0.2	0.1	3.8
COc1ccc2[nH]c(C(=O)Nc3ccccc3Cl)cc2c1	.	27.5	0.1	.	.	.	.	.	1.1	1.0
CCCCn1c(Nc2ccc(OC)cc2)nc2ccccc21	12.0	0.1	2.0	-16.9	-3.8	1.4	2.4	-2.3	-0.3	0.2
C=CCC[C@H](Cc1ccc(F)cc1)C(=O)OC[C@H](Cc1c[nH]c2ccccc12)NC(=O)[C@@H](CC=C)CC(=O)N(CCO)Cc1ccccc1	-22.0	-5.1	-3.0	1.0	-2.0	0.5	-2.7	-0.1	-0.1	0.0
Cc1ccccc1C(=O)Nc1ccccc1C(=O)N1CCC(C)CC1	-2.2	-1.3	-1.1	3.7	-4.3	-2.1	-1.4	-2.2	2.6	1.9
O=C(C(Cl)c1ccccc1)N1CCCC1 (stereo not given)	-12.1	-2.9	-1.1	3.0	-2.2	-0.5	-3.3	-1.2	4.0	-1.4
CCOC(=O)N1CCN(C(=O)c2cc3cc(Cl)ccc3[nH]2)CC1	-35.9	-2.3	.	-16.5	-5.1	-6.5	1.0	-0.7	.	1.4
Cc1nc(Cl)sc1C(=O)Nc1ccc(Cl)cc1	10.7	7.5	-0.5	-9.8	1.7	-2.6	-2.1	-1.7	-2.6	3.6
COc1ccc(C(=O)COc2nc(C)cc(C)c2C#N)cc1	9.9	.	1.1	-12.3	-5.5	7.4	-1.8	-0.8	1.4	2.6
COc1ccc2c(Cl)c(C(=O)N/N=C/c3c(C)[nH]c4ccccc34)sc2c1	17.5	1.4	-0.3	-1.1	2.6	4.3	-1.2	0.0	-1.5	4.2
CCCC(O)(c1ccc(OC)cc1)C(CN1CCOCC1)c1ccc(Cl)cc1 (stereo not given)	2.8	-1.2	-4.3	-23.7	0.0	4.0	-15.2	-3.0	-1.3	-0.2
CC(OC(=O)CC1Sc2ccccc2NC1=O)C(=O)N(C)Cc1ccccc1 (stereo not given)	-3.1	16.1	.	10.5	-7.3	4.5	-0.4	-0.8	.	2.0

Whole records, looked up by structure:
CCCCn1c(Nc2ccc(OC)cc2)nc2ccccc21 in the list: PfHsp90 set2: 12.0; Wnt bcat act: 0.1; E coli growth: 2.0; PvdQ inh: -16.9; Tat export inh: -3.8; Rtt109 Vps75: 1.4; DAGLB inh: 2.4; CAL PDZ inh: -2.3; AddAB inh: -0.3; phage Ecoli inh: 0.2
C=CCC[C@H](Cc1ccc(F)cc1)C(=O)OC[C@H](Cc1c[nH]c2ccccc12)NC(=O)[C@@H](CC=C)CC(=O)N(CCO)Cc1ccccc1 in the list: PfHsp90 set2: -22.0; Wnt bcat act: -5.1; E coli growth: -3.0; PvdQ inh: 1.0; Tat export inh: -2.0; Rtt109 Vps75: 0.5; DAGLB inh: -2.7; CAL PDZ inh: -0.1; AddAB inh: -0.1; phage Ecoli inh: 0.0
